Hep lipid drop = hepatic lipid droplet formation modulation; actives 0.4% (n = 240,000); AML12 mouse hepatocytes, oleate lipid droplets, BODIPY imaging; inhibition, % at 6.5 µM; AID 1656;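 active = lipid droplet intensity inhibited by at least 50%, with more than 500 cells counted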
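Assay system: AML12 mouse liver cells | Compound dosing: One dose, 6.5 µM compound | Read-out basis: Droplet intensity reduction, % inhibition | Measured by: Fluorescence imaging, 20x objective, two fields per well | Schedule: Overnight treatment with compound plus oleate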
Autophagy HCS = modulators of autophagy; MEF GFP-LC3 puncta imaging; test concentration mostly 10 µM; calls only at 10 µM (by protocol); actives 0.98% (n = 190,000);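 active = percentage of spot-positive cells more than 3 SD above its plate mean, without a fluorescence outlier flag or 80% toxicity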;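 note: spot-positive cell cutoff set from DMSO-treated cells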
Insulin prom up = MIN6 insulin promoter up-regulation; actives 0.3% (n = 190,000); MIN6 insulin promoter-GFP reporter, high-content imaging; active compounds read high; z-score at 5 µM; AID 1625;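 active = z-score above 3 at 5 µM with at least 500 cells counted in the well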
MT stabilize HCS = microtubule stabilizers in HeLa cells; HeLa tubulin immunostaining HCS, 24 h; share of cells brighter than vehicle mean+2SD; % tubulin-high responders, % at 10 µM; actives 0.83% (n = 200,000);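 active = plate Z-score above 3 for both tubulin-high and condensed-nucleus cell shares, with cell loss under 80%, at 10 µM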;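 note: anti alpha tubulin signal scored within the nucleus-defined area of each cell; some results filed as inactive read as strong as hits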
Salmonella PhoP GFP = PhoP-dependent GFP reporter repression – Salmonella Typhimurium, primary screen (AID 1863); S. Typhimurium PhoP-regulated promoter GFP reporter, 4 h; higher % means a stronger effect; inhibition, % at 50 µM, or IC50 in µM where a hit was titrated; actives 0.16% (n = 300,000);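 active = inhibition over 29.93%, a cutoff 3 SD above the screen mean, later confirmed by dose response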;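 note: 0% = low Mg2+ inducing control and 100% = high Mg2+ repressing control; strong numbers were not always called active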
Dynein cargo inh = blocks dynein driven cargo transport along microtubules | z-score, hits read low | 3617.4 mouse cells, GR-EGFP nuclear translocation imaging; test concentration mostly 20 µM; stimulated with dexamethasone, 1 µM; active compounds read low | actives 0.47% (n = 220,000);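 active = plate z-score of nuclear minus cytoplasmic receptor signal below a set negative limit, without overly bright fluorescence or cell loss, cut at about -3.5 in these data, passing the limit was not always enough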;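 note: z-score of nuclear minus cytoplasmic ring GR-EGFP intensity difference per well; some compounds called inactive have numbers as strong as hits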
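Also added: dexamethasone, 1.0 µM final. Medium: tet-free, stripped-serum medium. Detection: fixed, Hoechst-stained cells imaged at 10x for EGFP. Read-out: nuclear-to-cytoplasmic GR-EGFP distribution per well. Times: induction 48 h, compound 1 h, agonist 30 min.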
bCat nuc transl = beta-catenin nuclear translocation modulation; HeLa beta-catenin nuclear translocation, immunofluorescence imaging; nuclear translocation activity, % at 5 µM; actives 0.3% (n = 190,000);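 active = nuclear translocation activity above 50% at 5 µM, with a well cell count of 50 or more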;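 note: per-cell ratio of nuclear to cytoplasmic median beta-catenin stain intensity; plate controls were DMSO negative control for no effect and GSK-3 inhibitor IX positive control for full effect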
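Test system: human HeLa cells, endogenous beta-catenin. Times: 24 h compound exposure, 37°C. Measured by: beta-catenin immunofluorescence imaging with DAPI.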
T cell HTS = T cell immune modulation candidate | actives 0.068% (n = 330,000) | 2C CD8+ T cell-vesicle binding, flow cytometry; active compounds read low | calls only at 7 µM | AID 2052;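 active = response, share of CD8 T cells binding vesicles, and their 90th percentile fluorescence all below set limits, cut at about 80% in these data, passing the limit was not always enough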
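Assay system: 2C TCR transgenic mouse naive CD8+ T cells, MACS-purified | Read-out: CD8+ gate FL2 mean fluorescence as % of same-row positive control | Signal: High-throughput flow cytometry with anti-B7-1 and anti-CD8 staining | Timing: Binding step 1.5 h, 37 °C, antibody labelling 20 min, ice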
CSM14.1 death rescue = rescue of cells from ER stress-induced death, primary screen, 384-well, CSM14.1, thapsigargin, ATP luminescence (AID 1222); one-dose cellular ATP content (survival), % at 20 µM; EC50 in µM for titrated hits; CSM14.1 thapsigargin-induced death rescue, ATP luminescence; higher % means a stronger effect; 190,000 tested, under 10 active;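 active = EC50 below 50 µM in the dose-response confirmation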;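 note: death triggered by thapsigargin at about 15 µM added after 2 h compound pretreatment; cell ATP read after overnight thapsigargin exposure of roughly 18 to 22 hours; normalized against plate controls of thapsigargin alone and 5% DMSO vehicle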
Dynein cargo inh cytoplasmic EGFP = also measured in Dynein cargo inh; calls as there; z-score; measured here: cytoplasmic GR-EGFP intensity; active compounds read high
Dynein cargo inh nuclear GR-EGFP = second read-out of Dynein cargo inh, no call of its own (marks repeat the call); z-score; measured here: nuclear GR-EGFP intensity;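 lower value marks the stronger effect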
Dynein cargo inh cell count = recorded beside Dynein cargo inh, whose call it bears; z-score; measured here: cell count per field
Insulin prom up cell count = also measured in Insulin prom up; calls as there; cell count; measured here: cytotoxicity, nuclei count;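 total cells summed across four imaged fields per well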
Hep lipid drop cells 6.5 µM = further read-out of Hep lipid drop, marked with its call; cell count; measured here: cell count, cytotoxicity flag;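 cells counted across two imaged fields per well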
bCat nuc transl cell count 5 µM = second read-out of bCat nuc transl, no call of its own (marks repeat the call); cell count; measured here: cell count, cytotoxicity flag
T cell HTS vesicle-bound % = also measured in T cell HTS; calls as there; double positive events, %; measured here: CD8+ vesicle-bound cell fraction;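 binding gate set so that unloaded-vesicle control wells show 10% double positive cells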
MT stabilize HCS Hoechst-high % = also measured in MT stabilize HCS; calls as there; % Hoechst-high responders; measured here: nuclear condensation Hoechst responders;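 share of cells brighter than vehicle mean plus two SD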
MT stabilize HCS cytotoxicity % = also measured in MT stabilize HCS; calls as there; toxicity, %; measured here: cytotoxicity by cell density;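 0% = mean cell density of plate MIN control wells and 100% = no cells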
Autophagy HCS cell loss 18 h = also measured in Autophagy HCS; calls as there; toxicity, %; measured here: cell loss, nuclei count;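 cell loss after 18 h compound exposure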
Numbers without * were called inactive; i = inactive; / = not tested or not shown.

Below each compound – Hep lipid drop, Hep lipid drop cells 6.5 µM, Autophagy HCS, Autophagy HCS cell loss 18 h, Insulin prom up, Insulin prom up cell count, MT stabilize HCS, MT stabilize HCS Hoechst-high %, MT stabilize HCS cytotoxicity %, Salmonella PhoP GFP, Dynein cargo inh, Dynein cargo inh cytoplasmic EGFP, Dynein cargo inh nuclear GR-EGFP, Dynein cargo inh cell count, bCat nuc transl, bCat nuc transl cell count 5 µM, T cell HTS, T cell HTS vesicle-bound %, CSM14.1 death rescue
- CCCCN1CNC(=S)N(c2ccc(C(=O)OCC)cc2)C1
→ -17, 625, i, 4, 0.07, 1495, 3.8, 1.7, 1.5, -9%, -1.1, -0.062, -0.8, 0.85, 1.3, 1011, i, 44, 2.6%
- c1ccc(-c2cnn3nnnc3n2)cc1
→ /, /, i, -6, 1.8, 1239, 7.9, 1.0, 4.9, 37%, 0.68, -0.24, 0.71, -0.71, -2.2, 762, i, 38, -0.5%
- O=c1c2ccccc2nc(SCc2cccc(F)c2)n1C1CCCC1
→ -7, 626, i, 12, -0.3, 1506, 2.7, 2.3, 4.2, 4%, 0.13, -0.26, -0.082, 0.51, -1.1, 1161, i, 48, -1.7%
- O=C(CN1C(=O)CSc2ncccc21)N1CCOCC1
→ -9, 666, i, 7, 0.57, 1925, 2.7, 1.7, 3.0, -3%, 1.6, 0.06, 0.88, -2.2, 1.5, 1101, i, 44, /
- S=C1N(c2ccccc2)C(c2ccc(Cl)cc2)N2CCCN12 (stereo unspecified)
→ /, /, i, 7, -0.58, 1704, 4.0, 1.5, 6.6, 1%, 0.095, -0.2, 0.3, -0.8, 0.6, 1387, i, 35, -0.8%
- S=c1[nH]nc(-c2ccccc2)n1/N=C/c1cccs1
→ -4, 633, i, 12, 0.5, 1571, 3.9, 1.6, 5.8, 2%, -0.099, -0.2, -0.21, -0.56, -0.7, 1042, i, 6, 0.2%
- O=C(/C=C/c1ccco1)c1ccccc1O
→ 2, 656, i, -31, /, /, 1.3, 2.2, 3.2, 6%, -2.9, -0.071, -1.2, 0.68, -2.0, 1015, i, 38, -0.7%
- COc1cccc(NC(=O)COC(=O)c2ccco2)c1
→ 15, 748, i, 26, /, /, 2.7, 1.5, 2.4, -7%, 0.8, -0.25, 0.26, -0.38, -7.8, 530, i, 63, -2.6%
- CCOc1ccc(S(=O)(=O)N2CCN(c3ccc(OC)cc3)CC2)c2cccnc12
→ /, /, i, 27, -1, 1257, 4.0, 2.0, 3.3, -1%, -0.43, -0.44, -0.092, 0.75, 1.0, 1439, i, 36, -1.4%
- O=C1NC(=S)N/C1=C\c1cccnc1
→ 6, 701, /, /, -0.06, 908, /, /, /, 8%, -0.55, -0.025, 0.16, 1.2, -0.1, 1347, i, 33, /
- COc1ccc(CCC2(C)NC(=O)NC2=O)cc1 (stereo unspecified)
→ /, /, i, 5, 0.17, 1180, 1.8, 3.0, 5.6, 5%, -0.54, -0.17, 0.17, -0.16, -5.0, 959, i, 26, /
- Cc1nn2c(NCc3cccnc3)c3c(nc2c1-c1ccccc1)CCC3
→ -27, 657, /, /, -0.24, 1044, /, /, /, -1%, -0.25, 0.053, -0.079, 0.44, 0.0, 1329, i, 58, /
- Cc1ccccc1CN(c1ccc(C(=O)N/N=C/c2ccc(OCC(N)=O)cc2)cc1)S(C)(=O)=O
→ 0, 693, i, 22, 0.19, 1551, 1.9, 2.0, 1.1, -6%, -0.86, -0.23, -0.32, 0.76, 0.7, 1509, i, 45, 0.1%
- COC(=O)c1ccccc1NC(=O)c1cc(C2CC2)on1
→ -6, 636, /, /, -0.6, 1951, 10, 1.4, 2.1, -4%, -0.056, 0.27, 0.079, -0.15, -0.6, 1096, i, 22, -2.1%
- CCC/C(C)=N/NC(=O)c1ccccc1O
→ -11, 597, i, -12, 0.05, 1182, 3.0, 1.8, 7.3, -9%, 0.42, -0.28, 0.21, 0.58, 0.6, 508, i, 43, -1.0%
- CCC1C(=O)n2nc(-c3ccccc3)cc2N=C1C (stereo unspecified)
→ 1, 739, i, 6, /, /, 2.8, 1.9, 6.5, -11%, -0.39, -0.21, -0.89, -0.11, -0.9, 1107, i, 37, -0.7%
- CCOC(=O)N1CCN(S(=O)(=O)c2ccc(C)cc2)C1
→ -9, 705, /, /, -0.41, 1422, /, /, /, -8%, 0.87, -0.29, 0.04, 0.057, -1.1, 1133, i, 13, /
- CCOC(=O)C(=NC1CCS(=O)(=O)C1)NNc1cc(Cl)ccc1Cl (stereo unspecified)
→ 14, 646, /, /, 0.39, 905, /, /, /, -4%, -1.2, -0.85, -0.84, 1.1, -1.8, 1326, i, 37, /
- Cc1ccc(NC(=S)N2CCCN(Cc3ccc(F)cc3)C2)c(C)c1
→ -39, 733, i, -4, -2.1, 1272, 2.8, 1.7, 8.1, 4%, 0.29, -0.32, -0.094, 0.28, 0.2, 1084, i, 31, -1.4%
- Cc1cccc(C(=O)Nc2nccs2)c1[N+](=O)[O-]
→ -1, 720, i, -9, -0.17, 1263, 2.0, 4.0, 5.5, 9%, -0.76, -0.27, -0.67, 0.86, 1.2, 839, i, 30, -1.3%
- Cc1cc(NC(=O)c2cc(Cl)ccc2Cl)no1
→ /, /, i, -12, 0.18, 1068, 1.5, 1.4, 9.7, 6%, -1.1, -0.18, -0.43, 2, 0.6, 1128, i, 23, -0.7%
- O=C(O)c1ccc(CSc2nnc(-c3cccnc3)n2-c2ccc(Br)cc2)cc1
→ 8, 675, i, 5, /, /, 2.6, 1.4, 5.6, -4%, 0.035, -0.28, 0.51, 0.49, 0.3, 1527, i, 34, -0.1%
- COCCCNC(=O)c1c(N)n(-c2ccc3c(c2)OCO3)c2nc3ccccc3nc12
→ /, /, i, 7, /, /, 3.2, 2.6, 16, -11%, -0.54, -0.22, -0.34, -0.36, /, /, i, 50, -1.4%
- COc1ccccc1/C=C1\CCCC2=C1Nc1nnnn1C2c1ccccc1OC (stereo unspecified)
→ -1, 583, i, 5, 0.25, 1284, 3.6, 2.7, 2.4, 35%, -2.7, 0.93, -2, -0.028, -0.9, 505, i, 43, -1.2%
- CC(=O)c1ccc(N2CCN(C(=O)c3cc(C)on3)CC2)cc1
→ 14, 757, i, -5, 0.1, 1171, 5.5, 3.0, 4.4, -7%, -0.26, 0.078, -0.22, 0.15, -2.1, 1250, i, 34, 0.8%
- CCC(C)NC(=O)CSc1nc2cc3c(cc2c(=O)n1Cc1ccco1)OCO3 (stereo unspecified)
→ -3, 719, i, -1, 0.1, 1150, 2.4, 2.5, 7.3, 1%, 0.029, -0.23, -0.3, 0.6, 0.3, 1093, /, /, -1.1%
- COC(=O)CSc1nc(N)c(NC(=O)c2ccc(OC)c(OC)c2)c(=O)[nH]1
→ 22, 706, i, 7, 1.2, 1767, 2.4, 3.3, 5.1, 10%, 0.24, -0.087, 0.22, -0.92, -3.3, 1094, i, 37, -2.2%
- Cc1nn2c(-c3ccncc3)ccnc2c1Br
→ /, /, i, 10, -0.4, 1220, 4.1, 3.7, 1.8, -11%, -0.41, 0.046, 0.12, 0.05, 2.5, 1035, i, 36, -1.1%
- Cc1sc(N2C(=O)C3C4C=CC(C4)C3C2=O)c(C#N)c1C (stereo unspecified)
→ -4, 610, i, 8, 0.62, 1328, 1.2, 3.0, 3.9, -5%, -1.4, -0.28, -0.91, 1.4, 0.2, 888, i, 51, -0.6%
- CC(=O)NCCn1c(SCC(=O)NCCc2ccc(S(N)(=O)=O)cc2)nc2ccccc2c1=O
→ 1, 680, i, 8, -0.1, 1656, 3.7, 1.5, 3.2, -2%, 0.78, -0.23, 0.0065, -0.036, -2.6, 1139, i, 31, 0.1%
- CN(C)CC(=O)c1c[nH]c2ccccc12
→ /, /, i, -4, -0.76, 1651, 2.0, 2.5, 11, 2%, -0.43, -0.16, -0.41, -0.011, -0.2, 1378, i, 10, 0.3%
- Cc1nc(CSc2ccc(Cl)cc2)cc(NCc2ccccc2)n1
→ -4, 756, i, -2, -1.1, 822, 0.8, 1.3, 5.9, 9%, -0.78, -0.29, -0.57, 0.12, /, /, i, 25, 0.9%
